Source: PubChem BioAssay (several laboratories)
Bcl-xL primary: inhibitors of human Bcl-xL, primary screen, biochemical, fluorescence polarization, HTS. GST-Bcl-xL / FITC-Bim BH3 peptide fluorescence polarization. Bcl-2-like protein 1 (Homo sapiens), Q07817. AID 2129, 2009. 0.7% of 320,000 active. inhibition, % at 10.9 µM;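 active = inhibition above the mean of all tested compounds plus 3 SD, cutoff set per campaign, cut at about 30% in these data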;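 also: 0% = DMSO wells and 100% = unlabeled Bim-BH3 peptide competitor; inhibitors lower millipolarization by displacing the labeled peptide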
Target sequence (Q07817 whole entry, looked up): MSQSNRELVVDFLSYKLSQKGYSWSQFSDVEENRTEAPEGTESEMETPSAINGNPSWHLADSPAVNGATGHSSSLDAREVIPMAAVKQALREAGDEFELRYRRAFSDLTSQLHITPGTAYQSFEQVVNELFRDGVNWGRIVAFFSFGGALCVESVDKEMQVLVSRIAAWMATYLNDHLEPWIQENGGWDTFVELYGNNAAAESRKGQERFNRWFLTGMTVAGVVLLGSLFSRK
MCL1-BIM inh: inhibitors of MCL1 binding to BIM-BH3, primary screen, biochemical, fluorescence polarization; Induced myeloid leukemia cell differentiation protein Mcl-1 (Homo sapiens), Q07820; GST-MCL1 / FITC-Bim-BH3 fluorescence polarization; inhibition, % at 10.9 µM; 0.68% of 320,000 active;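 active = inhibition above the mean inhibition of all tested compounds plus 3 SD, set per campaign, cut at about 40% in these data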;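 also: 0% = DMSO wells and 100% = unlabeled Bim-BH3 peptide control; higher means more loss of mP so more displacement of Bim peptide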
GRK2 inh: compounds blocking aptamer binding on GRK2 – biochemical, human GRK2, bead flow cytometry, HTS, primary screen. Beta-adrenergic receptor kinase 1 (Homo sapiens), P25098. FAM-aptamer displacement from GRK2. inhibition of aptamer binding, % at 10 µM. 0.59% of 330,000 active. AID 488847, 2010;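 active = inhibition of aptamer binding above 40%, roughly 3 SD of noise, on plates passing a quality check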;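 also: median bead fluorescence of bound FAM aptamer so fluorescent compounds give negative values; no value below 0 was filed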
Target sequence (P25098 whole entry, looked up): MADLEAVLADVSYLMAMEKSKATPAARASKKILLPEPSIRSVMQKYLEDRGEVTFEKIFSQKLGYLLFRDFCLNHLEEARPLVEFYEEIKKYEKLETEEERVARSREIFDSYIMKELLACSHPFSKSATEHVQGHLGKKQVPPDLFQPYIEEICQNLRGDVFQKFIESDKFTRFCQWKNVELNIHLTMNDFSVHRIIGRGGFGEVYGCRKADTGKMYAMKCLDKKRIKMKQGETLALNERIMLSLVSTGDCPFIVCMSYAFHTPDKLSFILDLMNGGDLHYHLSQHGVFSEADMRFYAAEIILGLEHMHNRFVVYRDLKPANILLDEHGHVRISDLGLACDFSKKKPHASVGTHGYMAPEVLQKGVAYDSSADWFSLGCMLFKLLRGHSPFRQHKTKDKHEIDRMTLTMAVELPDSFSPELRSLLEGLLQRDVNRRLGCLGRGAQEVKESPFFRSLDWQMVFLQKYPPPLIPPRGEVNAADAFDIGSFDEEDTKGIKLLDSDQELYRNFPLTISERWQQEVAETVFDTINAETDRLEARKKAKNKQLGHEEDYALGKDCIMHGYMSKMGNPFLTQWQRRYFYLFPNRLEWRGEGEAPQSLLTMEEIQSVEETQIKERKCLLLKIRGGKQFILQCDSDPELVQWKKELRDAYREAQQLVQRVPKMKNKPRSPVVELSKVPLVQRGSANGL
GLD-1 RNA inh: GLD-1/TGE RNA complex disruptors, primary screen, biochemical, fluorescence polarization | Female germline-specific tumor suppressor gld-1 (Caenorhabditis elegans), Q17339 | purified GLD-1 + fluorescein TGE RNA | inhibition, % at 5.96 µM | 0.44% of 320,000 active;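 active = percent inhibition above a per-plate cutoff, the plate mean of test compounds plus 3 SD, cut at about 30% in these data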;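 also: 0% = DMSO wells with GLD-1 and probe and 100% = wells lacking GLD-1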
VLA-4 inh: inhibition in human VLA-4 binding assay, primary screen, VLA-4 allosteric modulator project, MLPCN library, flow cytometry, VLA-4 expressing cells | Integrin alpha-4 (Homo sapiens), P13612 | ligand binding flow cytometry | inhibition, % (about 7 µM as worked out from the volumes in the protocol) | 0.2% of 330,000 active | AID 2557, 2010; in the data active = inhibition above about 50%
Efflux pump mplx: inhibitors of Candida efflux pumps in yeast, primary screen, S. cerevisiae, Nile Red, multiplex | AID 485275, 2010 | inhibition, % at 10 µM | 0.44% of 330,000 active | S. cerevisiae Candida pump triplex;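 active = plate passing quality check with inhibition over a set limit, or well fluorescence over plate mean plus 4 SD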;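 also: Nile Red retained in pooled yeast measured as flow cytometry median fluorescence; 0% = buffer negative control and 100% = Enniatin B positive control; higher means more Nile Red kept so more efflux inhibition; some compounds called inactive have numbers as strong as hits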
MEX-5 binding: MEX-5 zinc finger RNA-binding disruptors – biochemical, C. elegans, fluorescence polarization, MLPCN library, primary screen. Zinc finger protein mex-5 (Caenorhabditis elegans), Q9XUB2. MEX-5/FITC-TCR2 RNA binding; active compounds read low. activity score (negative = inhibition of binding), % at 10 µM. 0.38% of 300,000 active. AID 1832, 2009;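 active = inhibition past about -25% in most replicates, and total fluorescence under double the plate's negative control median, limit read from the data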;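 also: 0% = DMSO and -100% = 5 µM competing unlabeled TCR2 RNA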
PME-1 primary: PME-1 inhibitors via competitive probe labeling, primary screen, biochemical, fluorescence polarization, FP-Rh probe, HTS | recombinant PME-1 | inhibition, % at 5.9 µM | 0.53% of 320,000 active | AID 2130, 2009;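 active = inhibition above the campaign mean of all compounds plus 3 SD, cut at about 26% in these data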;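 also: competitive labeling of PME-1 active site by serine hydrolase directed probe; 0% = PME-1 with DMSO and 100% = wells lacking PME-1 enzyme; inhibitors block probe labeling so polarization falls and inhibition rises; many of its hits are not listed in these tables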
Fam108B counter: mouse Fam108B serine hydrolase inhibitors, primary screen, counter-screen for RBBP9 inhibitor project, biochemical, fluorescence polarization; 0.33% of 300,000 active; AID 1947, 2009; inhibition, % at 9.51 µM; recombinant Fam108B, FP-Rh probe fluorescence polarization;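 active = inhibition above the screen mean inhibition plus 3 SD, computed separately per campaign, cut at about 18% in these data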;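 also: inhibitors lower polarization as less probe binds the enzyme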
* marks the source's active call; other numbers are inactive results; . = no result given. The list is partial (hit frequency here may not be typical).

SMILES	Bcl-xL primary	MCL1-BIM inh	GRK2 inh	GLD-1 RNA inh	VLA-4 inh	Efflux pump mplx	MEX-5 binding	PME-1 primary	Fam108B counter
O=[N+]([O-])c1cccc(S(=O)(=O)Nc2ccc(S(=O)(=O)N3CCCC3)cc2)c1	-3	-5	0	3	10	-0.1	-5.5	8	1
COCCn1c(C(C)C)nc2ccccc21	3	0	4	2	18	0.0	2.9	2	4
COc1ccc(N2CSC3=C(C#N)C(c4cc(OC)ccc4OC)CC(=O)N3C2)c(OC)c1 (stereo unspecified)	-3	-20	0	-12	-29	-0.2	-0.1	-3	2
COc1cc(NC(=O)CN(C)C2CCCCC2)c(C)cc1[N+](=O)[O-]	0	-2	3	1	0	0.0	-1.4	-5	0
CCN(CC(=O)Nc1ccc2c(c1)OCCO2)C(=O)/C=C/c1cccc(C(F)(F)F)c1	.	.	4	6	4	-0.3	.	.	.
Cc1ccc(-c2csc3nc4cc(C(N)=O)ccc4c(=O)n23)cc1	13	6	0	9	0	0.2	-11	-4	-4
CCCNC(=O)c1ccccc1SCc1c(C)noc1C	4	7	3	-4	-6	0.0	0.7	4	0
CCOCCCNC(=O)c1c[nH]c2ccc(S(=O)(=O)Nc3cccc(OC)c3)cc2c1=O	-5	-12	3	-6	10	0.3	-0.5	-2	-3
O=S(=O)(NC(=NC1CCCCC1)c1ccccc1)c1ccc(F)cc1	8	5	1	14	2	0.0	-1.5	0	-1
CCOC(=O)c1cccc(NC(=O)c2ccc3c(c2)OCO3)c1	0	0	0	2	12	0.1	0.2	-5	-3
CC(=O)NS(=O)(=O)c1ccc(Nc2ccc([N+](=O)[O-])c3nonc23)cc1	9	-3	1	20	-3	0.0	7.0	-2	2
CCCCn1c(SCC(=O)N2CCOCC2)nnc1-c1ccoc1C	-4	3	1	2	4	-0.2	-1.8	-1	0
Cc1ccc(OCC(=O)N(Cc2cccs2)C2CCS(=O)(=O)C2)cc1C (stereo unspecified)	3	-1	1	-3	2	-0.2	3.4	8	-3
O=C(Nc1ccc(Br)cc1)Nn1cnnc1	0	0	0	-7	-3	0.0	5.8	-3	1
O=C(NCc1ccccc1)c1ccc2c(=O)n(CCCN3CCCC3=O)c(=S)[nH]c2c1	1	-4	2	0	3	-0.1	-0.1	-1	0
Cc1ccc(S(=O)(=O)Nc2nc3ccc(S(C)(=O)=O)cc3s2)cc1	2	3	3	-12	-3	0.1	-0.8	0	-1
Cc1cc(C)n(CCC(=O)N/N=C/c2ccc(O)cc2O)n1	3	10	3	-2	6	0.3	-2.3	5	2
COc1cc(/C=C/C(=O)O)cc(S(=O)(=O)N2CCc3ccccc32)c1OC	-1	2	5	1	17	0.2	1.1	1	4
CCOC(=O)c1c(NC(=O)CSc2nnnn2-c2ccc3c(c2)OCO3)sc(C)c1C	3	-5	1	1	6	-0.1	0.3	-1	-3
COc1ccc(N2CCN(Cc3nc4c(c(=O)n(C)c(=O)n4C)n3C(C)C(C)=O)CC2)cc1 (stereo unspecified)	-4	-9	5	-4	16	0.2	-0.7	-3	0
CCN(CC)S(=O)(=O)c1ccc(/C=C/C(=O)OCC(=O)NCc2ccco2)cc1	.	.	8	7	12	-0.1	.	.	.
O=C(CSc1ccccc1)Nc1ccc2sccc2c1	7	3	4	-3	20	-0.1	2.1	0	1
C=CCn1c(SCC(=O)Nc2ccccc2-c2ccccc2)nc2cc(C(=O)O)ccc2c1=O	2	0	7	6	7	0.0	0.1	0	5
O=c1c(-c2ccccc2Cl)coc2c(CN3CCCCC3)c(O)ccc12	5	6	1	3	9	-0.2	2.4	-1	2
COc1ccccc1C(=O)NCCC(=O)Nc1ccc(S(=O)(=O)N2C(C)CCCC2C)cc1 (stereo unspecified)	-22	-14	4	8	8	0.5	.	5	.
COc1ccccc1C(=O)Nc1ccc(Nc2ccccc2)cc1	0	-1	0	3	5	0.0	0.2	0	4
Cc1ccc(C(=O)NCCCn2ccnc2)cc1C	4	-1	0	-3	5	0.1	0.6	-10	0
COc1ccc(-c2nnc(SCC(=O)NC3CCCC3)n2C)cc1	-3	-10	0	-1	4	0.0	0.6	-3	3
COc1ccc(CCNC(=O)c2ccc(CS(=O)Cc3ccc(C)cc3)o2)cc1OC (stereo unspecified)	9	1	0	-4	5	0.1	0.6	3	2
Cc1ccccc1NC(=O)CSc1nnc(Cc2cccn2C)n1-c1ccc(F)cc1	2	1	0	6	2	0.1	-2.5	4	0
Cc1ccc(NC(=O)Nn2cnnc2)cc1Cl	-3	-6	2	3	9	0.0	-4.6	0	2
COc1cc(NC(=O)C2CC2)c(OC)cc1NC(=O)c1ccco1	6	4	0	0	6	0.0	2.2	-2	-1
COc1ccccc1NCC(=O)N/N=C/C=C/c1ccccc1	4	11	0	1	9	-0.1	0.8	7	-2
COc1cc(/C=N/Nc2nc(C)cc(=O)[nH]2)cc(OC)c1O	-5	3	2	4	17	0.6	-12	0	-7
COc1ccc(N2CCN(C(=O)CCC(=O)N3CC(C)Oc4ccc(C)cc43)CC2)cc1 (stereo unspecified)	5	6	2	6	6	0.0	-1.3	3	6
N#C/C(=C(/O)C(Cl)c1ccccc1)c1nc2ccccc2s1 (stereo unspecified)	4	-1	3	3	2	0.0	-7.4	-5	-2
CCC(C)NC(=O)Cn1c(=O)n(CCCC(=O)NCc2ccccc2Cl)c(=O)c2ccccc21 (stereo unspecified)	7	2	0	7	7	0.0	-0.6	0	7
Cc1nnc(SCC(=O)Nc2ccc(N(C)C)cc2)n(N)c1=O	8	1	0	-1	16	0.0	0.9	3	-8
Cc1nc(NC(=O)CC(C)C)sc1-c1csc(Nc2ccc(Cl)cc2Cl)n1	-5	-1	0	5	14	-0.1	0.5	7	12
O=C(O)c1ccc(-c2noc(-c3ccccc3C(F)(F)F)n2)cc1	3	0	1	-3	11	0.0	-2.2	-2	-1
O=C(O)/C=C/c1cn(-c2ccccc2)nc1-c1cc2ccccc2o1	3	-5	2	6	-5	-0.2	3.0	-22	-22
O=[N+]([O-])c1ccc(Cl)cc1NCCCN1CCOCC1	1	3	1	2	8	-0.2	2.2	-3	0
Cc1csc(=O)n1CCC(=O)OCC(=O)c1c(N)n(C)c(=O)n(C)c1=O	-1	-7	0	-5	5	0.0	-0.8	-3	-4
CC(=O)c1cc(-c2ccccc2)n(CC(=O)NCc2cccs2)c1C	2	-2	1	-2	9	-0.2	-0.5	-6	-1
C[C@H](CO)N1C[C@H](C)[C@@H](CN(C)S(C)(=O)=O)Oc2ccc(NC(=O)NC3CCCCC3)cc2C1=O	.	.	3	8	16	-0.3	.	.	.
CCN1CCN(c2ccc(NC(=O)c3cccnc3)cc2Cl)CC1	3	2	0	5	3	-0.1	0.4	-11	3
CCOC(=O)N1CCC(Nc2c(OCC)c(=O)c2=O)CC1	5	4	0	1	5	0.0	1.8	-3	2
COC(=O)c1cc(Cl)c(NS(=O)(=O)c2ccccc2)cc1OC	8	1	8	9	-9	0.1	0.3	6	-2
O=C(Cc1ccc(S(=O)(=O)N2CCOCC2)s1)N1CCN(S(=O)(=O)c2cccc(Cl)c2)CC1	-3	-12	2	-3	-10	0.1	1.3	3	-4
CC(C)(C)CC(=O)Nc1ccc(Nc2ccccc2)cc1	7	8	0	4	6	-0.1	0.9	-3	4
O=C(C[n+]1ccccc1)Nc1nc2ccccc2s1	0	-5	0	-3	6	-0.2	-1.2	3	0
COc1ccc(OCCOC(=O)CNC(=O)c2ccc(Cl)cc2Cl)cc1	-8	1	1	-9	-6	-0.1	-2.7	-1	0
O=C(COC(=O)CCCNC(=O)c1ccc(Cl)cc1)NCc1ccccc1Cl	0	-2	0	-5	10	-0.2	-2.1	1	1
Cc1cc(N2CCN(C/C=C/c3ccccc3)CC2)n2ncnc2n1	4	1	0	2	9	-0.1	0.0	-2	4
COc1ccccc1NC(=O)CSc1nnnn1-c1ccc(C(=O)O)cc1	2	0	34	2	20	0.0	-0.9	-2	1
COc1ccc(-c2nsc(C(=O)N(c3ccc(F)cc3)C(C(=O)NC3CCCC3)c3ccc(OC)cc3)c2N)cc1 (stereo unspecified)	0	0	1	1	5	0.3*	3.9	2	-1
CC(C)(C)c1ccc(COC(=O)CNC(=O)CNC(=O)Cc2ccccc2)cc1	4	3	1	3	14	0.0	-0.2	-3	0
CC(C)C[C@H](NC(=O)N1c2ccccc2NC(=O)[C@@H]1C(C)C)C(=O)N[C@@H](Cc1ccccc1)C(=O)O	-1	-1	0	2	15	-0.1	-3.2	-4	0
CC(C)c1nnc(NC(=O)c2cccnc2)s1	3	0	0	6	1	0.0	2.6	1	-5
Cc1onc(-c2ccccc2)c1C(=O)Nc1nnc(CC(C)C)s1	4	4	1	-9	18	0.2	0.8	4	3

Quoted at random: 7 entries already listed.
SMILES	Bcl-xL primary	MCL1-BIM inh	GRK2 inh	GLD-1 RNA inh	VLA-4 inh	Efflux pump mplx	MEX-5 binding	PME-1 primary	Fam108B counter
O=C(COC(=O)CCCNC(=O)c1ccc(Cl)cc1)NCc1ccccc1Cl	0	-2	0	-5	10	-0.2	-2.1	1	1
COc1ccc(OCCOC(=O)CNC(=O)c2ccc(Cl)cc2Cl)cc1	-8	1	1	-9	-6	-0.1	-2.7	-1	0
COc1ccccc1C(=O)NCCC(=O)Nc1ccc(S(=O)(=O)N2C(C)CCCC2C)cc1 (stereo unspecified)	-22	-14	4	8	8	0.5	.	5	.
Cc1cc(C)n(CCC(=O)N/N=C/c2ccc(O)cc2O)n1	3	10	3	-2	6	0.3	-2.3	5	2
Cc1nc(NC(=O)CC(C)C)sc1-c1csc(Nc2ccc(Cl)cc2Cl)n1	-5	-1	0	5	14	-0.1	0.5	7	12
Cc1nnc(SCC(=O)Nc2ccc(N(C)C)cc2)n(N)c1=O	8	1	0	-1	16	0.0	0.9	3	-8
COCCn1c(C(C)C)nc2ccccc21	3	0	4	2	18	0.0	2.9	2	4
